TDP1 cell noCPT = qHTS for Inhibitors of human tyrosyl-DNA phosphodiesterase 1 (TDP1): qHTS in cells in absence of CPT | AID 686978, 2013 | Potency, µM (highest dose often 46.2 µM), for inactives: top-dose activity change, negative = growth inhibition, usual class: inhibitors | DT40 Tdp1-/- hTDP1 cells, no CPT, ATP luminescence, 48 h | hit rate 15% among 420,000; note: nearly all actives have a fitted effect of over 55% in size
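Growth kinetics read by CellTiter-Glo luminescence after ≥48 hr at 37 °C. Cells: DT40 Tdp1-/- stably carrying human TDP1, 400 per well, compound exposure in the absence of CPT (DMSO vehicle).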
TDP1 inh = qHTS Assay for Inhibitors of Tyrosyl-DNA Phosphodiesterase (TDP1) | Potency, µM (titrated, usually from 130 µM), for inactives: top-dose activity change, negative = inhibition, usual class: inhibitors | recombinant TDP1, AlphaScreen DNA substrate cleavage | Tyrosyl-DNA phosphodiesterase 1 (Homo sapiens), Q9NUW8 | AID 485290, 2010 | hit rate 0.28% among 350,000; note: nearly all actives have a fitted effect of over 40% in size
Target sequence (Q9NUW8 whole entry, looked up): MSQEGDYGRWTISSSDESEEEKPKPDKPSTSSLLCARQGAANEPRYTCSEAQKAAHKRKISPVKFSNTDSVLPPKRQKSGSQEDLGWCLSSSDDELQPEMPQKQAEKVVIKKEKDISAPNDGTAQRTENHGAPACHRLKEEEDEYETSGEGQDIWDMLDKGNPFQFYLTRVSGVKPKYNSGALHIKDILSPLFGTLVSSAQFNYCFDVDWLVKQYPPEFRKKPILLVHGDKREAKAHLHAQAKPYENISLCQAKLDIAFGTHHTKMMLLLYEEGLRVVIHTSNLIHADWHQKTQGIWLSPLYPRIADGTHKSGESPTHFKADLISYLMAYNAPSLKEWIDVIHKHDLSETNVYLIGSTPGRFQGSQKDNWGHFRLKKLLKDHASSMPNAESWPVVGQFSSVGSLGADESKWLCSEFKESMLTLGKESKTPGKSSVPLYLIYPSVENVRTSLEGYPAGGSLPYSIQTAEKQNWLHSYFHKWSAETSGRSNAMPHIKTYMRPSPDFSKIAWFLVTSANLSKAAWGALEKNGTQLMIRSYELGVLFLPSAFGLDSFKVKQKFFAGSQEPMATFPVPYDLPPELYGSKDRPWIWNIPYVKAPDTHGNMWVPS
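Signal: AlphaScreen proximity between streptavidin donor and anti-FITC acceptor beads on intact substrate. Reaction: Tdp1 1 nM, substrate 15 nM final, 5 min RT after 15 min compound preincubation.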
DT40 TDP1 CPT = qHTS for Inhibitors of human tyrosyl-DNA phosphodiesterase 1 (TDP1): qHTS in cells in presence of CPT; chicken DT40 Tdp1-/-;hTDP1 cells + 20 nM CPT, ATP luminescence, 48 h; hit rate 12% among 420,000; Potency, µM (highest dose often 46.2 µM), for the others: at the top dose activity change, negative = growth inhibition, usual class: inhibitors; AID 686979, 2013; note: nearly all actives have a fitted effect of over 55% in size
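Chicken DT40 Tdp1-/- cells stably complemented with human TDP1 were seeded at 400 cells/well in medium containing 20 nM camptothecin, exposed to pin-transferred compounds, and grown at 37 °C for at least 48 hr. Viability was read as ATP luminescence.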
Starred values were filed as active, the others as inactive; u = inconclusive; x = not tested or not shown; & = joins results of further samples; [ ] = remark or other dose. Calls come from the whole dose curve; as a rule, active = well fitted curve in the direction sought with a large enough effect; inconclusive = small, poorly fitted or top-dose-only effect, or another doubt; inactive = no such curve, though single readings can be large; an effect the other way counts as inactive or inconclusive. % is set by controls: 0 for no effect and ±100 for the full control effect; potency is the fitted concentration of half-maximal effect.

entry | Molecule | TDP1 cell noCPT | TDP1 inh | DT40 TDP1 CPT
1 | Cc1c(CN(C)C(=O)CSc2nc(-c3ccco3)cc(C(F)(F)F)n2)cnn1C | -13.1% | 6.1% | u
2 | O=C(CCCO)N/N=C/c1cc(Br)ccc1O | u | 5.3% | u
3 | Cc1ccc(-n2cc(CNCC3CC(=O)N(C4CC4)C3)c(-c3cccc(C)c3)n2)cc1 (stereo not given) | 14.6µM* | x | 11.6µM*
4 | COc1ccccc1OCCn1cc(C#N)c2ccccc21 | u | -2.2% | u
5 | Cc1[nH]ccc(=O)c1OCC(=O)O | 1.7% | x | -7.3%
6 | CCOc1ccc(S(=O)(=O)Nc2nc3cc(OC)ccc3s2)cc1 | 4.1% | 6.6% | -1.2%
7 | CCCn1c(SCc2nc(N)nc(N3CCCCC3)n2)nc2c1c(=O)n(C)c(=O)n2C | u | 7.7% | u
8 | O=C(Cc1ccc(Cl)cc1)OCC(=O)N1CCCCCC1 | -21.7% | -0.2% | -20.5%
9 | c1ccc(C2Nc3ccccc3C3OCCCC23)cc1 (stereo not given) | u | 7.5% | u
10 | Cc1ccc(S(=O)(=O)C2C(=O)NC3(C)CC2c2ccccc2O3)cc1 (stereo not given) | -3.4% | 0.0% | -3.8%
11 | CC(NC(=O)Nc1nnc(C(F)(F)F)s1)(C(F)(F)F)C(F)(F)F | 5.17µM* | 2.0% | 4.11µM*
12 | O=C(Nc1cccc2c1C(=O)NC2=O)c1ccc(N2C(=O)CCC2=O)cc1 | -6.1% | 0.6% | 0.4%
13 | CN(Cc1ccccc1)C(=O)c1ccc(NC(=O)Cc2ccc(NC(=O)C3CCN(S(=O)(=O)c4cccc([N+](=O)[O-])c4)CC3)cc2)cc1 | u | x | 13µM*
14 | Cc1cc(C)cc(N(CC(=O)Nc2ccc(C(F)(F)F)cc2)S(=O)(=O)c2c(C)[nH]c(=O)[nH]c2=O)c1 | 2.3%&3.1% | 0.8%&10.4% | -22.5%&-2.7%
15 | O=C(CSc1nnc(-c2ccncc2)n1Cc1ccccc1)NCCc1ccccc1 | -20.9% | 6.0% | -5.4%
16 | Cc1ccc(SCC(=O)Nc2ccc3oc(-c4cccc(Cl)c4)nc3c2)cc1 | 20.6µM* | -1.6% | u
17 | O=C(COc1ccc(C(=O)c2ccccc2)cc1)Nc1ncccc1O | 0.3% | x | -15.3%
18 | COc1cccc(C(=O)Nc2nc(-c3ccncc3)cs2)c1 | u | -4.6% | -9.0%
19 | O=C(NCc1ccco1)C1CCCN1C(=O)Nc1ccccc1[N+](=O)[O-] (stereo not given) | 4.3% | 10.8% | 14.6%
20 | CCC(C)Nc1nc(Cl)nc(NCCOc2ccccc2)n1 (stereo not given) | -23.9% | 2.7% | -12.6%
21 | COc1ccc(N2CCN(S(=O)(=O)CCNC(=O)COc3ccc(Cl)cc3)CC2)cc1 | 0.0% | 1.8% | u
22 | CC1C(=O)N(Cc2cn(CC3CCCCC3)nn2)CCS(=O)(=O)N1Cc1ccc(-c2ccc(Cl)c(Cl)c2)cc1 (stereo not given) | 9.2µM* | x | 10.3µM*
23 | O=C(Nc1cccc(-n2cnnn2)c1)c1cnccc1Cl | 1.4% | 1.1% | 23.5%
24 | COc1ccccc1-c1ocnc1C(=O)N1CCN(C(=O)C(c2ccccc2)c2ccccc2)CC1 | -27.9% | 13.6% | u
25 | O=S1(=O)N=C(Nc2cccc(C(F)(F)F)c2)c2ccccc21 | u | 2.1% | u
26 | COc1ccccc1NC(=O)CSc1nnc(-c2ccc(C)cc2)o1 | -9.2% | 1.1% | -13.6%
27 | CC1=C(C(=O)N2CCOCC2)C(c2c(C)cc(C)cc2C)NC(=S)N1 (stereo not given) | 4.9% | -2.4% | 16.8%
28 | COCCN(Cc1cc2cc(C)cc(C)c2nc1Cl)C(=O)Nc1ccccc1 | 3.26µM* | 0.0% | 4.61µM*
29 | CCCC(C)c1nnc(NC(=O)CCS(=O)(=O)Cc2ccccc2)s1 (stereo not given) | u | 5.2% | u
30 | Cc1cc(C)n(-c2nc3c(c(=O)n(C)c(=O)n3C)n2C)n1 | -9.4% | 4.1% | -5.1%
31 | O=C(O)C1C(c2ccccc2)C(C(=O)Oc2ccccc2)C1c1ccccc1 (stereo not given) | -1.7% | -7.8% | 12.4%
32 | COc1ccc(Cn2c(=O)[nH]c3cc(C(=O)N4CCN(c5ccccn5)CC4)ccc3c2=O)cc1 | 23.1µM* | 3.8% | 14.6µM*
33 | CCNC(=S)N1CCN(CC(=O)Nc2ccc(OC)cc2)CC1 | -26.8% | 5.5% | -0.5%
34 | Cc1cc2c(cc1C)-n1nnnc1C(N(C)CCc1ccccc1)C(=O)N2 (stereo not given) | 14.6µM* | x | 23.1µM*
35 | C[C@@H]1CN([C@H](C)CO)S(=O)(=O)c2ccc(-c3ccc(C(=O)N(C)C)cc3)cc2O[C@H]1CN(C)C(=O)Cc1ccccn1 | 2.1% | x | 6.4%
36 | Cn1c(=NC(=O)C2CC2)sc2cc(F)cc(F)c21 | 1.1% | 1.3% | 0.4%
37 | O=C(NCCc1ccccc1Cl)C1CCN(S(=O)(=O)c2cccs2)CC1 | -23.6% | 2.6% | -12.3%
38 | COc1ccc(C2=NOC(Cn3nc(C(=O)NCc4cccc(C(F)(F)F)c4)cc3-c3ccccc3)C2)cc1 (stereo not given) | u | -1.6% | 18.4µM*
39 | Cc1oc(-c2ccccc2F)nc1CS(=O)(=O)CC(=O)N1CCc2ccccc21 | u | 2.2% | u
40 | CCCCOC(=O)Nc1nnc(/C=C/c2ccc(OC)cc2)s1 | u | 0.6% | u
41 | Cc1ccc2c(c1)c1c(c(=O)n(-c3ccccc3C)c(=O)n1CC(=O)NCC1CCCO1)n2C (stereo not given) | u | -4.6%&8.5% | u
42 | COc1cccc(OC)c1C(=O)NC(=S)Nc1ccc(N2CCOCC2)c(Cl)c1 | u | 4.8% | -25.4%
43 | O=Cc1c[nH]c2ccc(S(=O)(=O)N3CCCCC3)cc12 | -17.8% | x | -11.1%
44 | CC(C)c1ccc(NS(=O)(=O)c2ccc3[nH]cc(C(=O)NCCc4ccccc4)c(=O)c3c2)cc1 | u | 0.0% | u
45 | CCc1nc2ccccc2nc1N1CCN(S(=O)(=O)c2ccccc2)CC1 | 16.4µM* | 1.2% | u
46 | CCC(=O)c1cc(F)c(N2CCN(C(=O)c3ccco3)CC2)cc1C | 29.1µM* | 4.3% | u
47 | COc1ccc2nc(NC(=O)CS(=O)(=O)c3ccc(C)cc3)sc2c1 | u | 0.1% | u
48 | Cc1cccc(NC(=O)CCCc2ccccc2)c1C | 12.2% | 2.2% | 35.6%[activator]
49 | CCOC(=O)c1ccoc1CSCC(=O)N1CCN(S(=O)(=O)c2ccc(C)cc2)CC1 | u | 2.1% | -25.8%
50 | CN(C)c1cccc(NC(=O)c2ccc(-c3ccc(F)c(F)c3)c3ccoc23)c1 | u | x | u
51 | O=C([C@@H]1CC=C[C@@H]2CCN(C3CC3)C(=O)[C@@H]21)N1CCOCC1 | -17.1% | x | u
52 | O=Cc1cc2c(cc1[B-](F)(F)F)OCO2 | u | x | u
53 | COC(=O)C1CCN(C(=O)COC(=O)CNC(=O)c2ccc(Cl)cc2Cl)CC1 | u | -12.1% | 19.7%
54 | CC1CCCN(S(=O)(=O)c2cc3c4c(c2)C(C)C(=O)N4CCC3)C1 (stereo not given) | 15.4% | 2.5% | -4.6%
55 | COc1ccc(NC(=O)[C@H](C)NC(=O)C2CCN(S(=O)(=O)c3ccc(OC)cc3)CC2)cc1 | 17.2% | 1.5% | -14.9%
56 | Cc1ccc(C(=O)n2nc(-c3cccnc3)nc2N)cc1 | -7.3% | 4.2% | -8.1%
57 | Nc1ccc(-n2cc(-c3ccccc3)[nH]c2=S)cc1 | 0.7% | x | 1.8%
58 | O=C(Cn1cnc2cc([N+](=O)[O-])ccc2c1=O)Nc1ccc(Br)cc1 | -18.6% | 5.5% | -23.7%
59 | Cc1ccccc1Cn1ccc(NC(=O)c2cc3ncc(Br)cn3n2)n1 | 2.6% | u | 7.1%
60 | CC(C)(Cc1ccc(O)cc1)NC(=O)CC(=O)N=Nc1c(O)[nH]c2cc(Br)ccc12 | -21.5% | 2.5% | -2.2%

Further structures follow.
entry | Molecule | TDP1 cell noCPT | TDP1 inh | DT40 TDP1 CPT
61 | Cc1ccc(C(=O)Nc2ccn(Cc3ccc(F)cc3)n2)o1 | 0.4% | 5.5% | -19.3%
62 | COc1ccc(CCNC(=O)c2cc(S(=O)(=O)N3CCCCC3)ccc2Cl)cc1 | 16.4µM* | 3.5% | 25.9µM*
63 | Cc1cccc(NC(=O)CSc2nc3c([nH]c4ccccc43)c(=O)n2-c2ccc(F)cc2)c1C | u | 2.2% | u
64 | c1cc2c3c(c1)c1c(n3CCNC2)CCCC1 | 23.7µM* | 21.4% | u
65 | CN1C(=O)C(CC(=O)O)S/C1=N\N=C\c1ccc(O)cc1O (stereo not given) | 9.7% | 5.0% | -15.5%
66 | CN(C)CCN(C)C1CN(C2CCCC2)S(=O)(=O)C1 (stereo not given) | -0.5% | x | -3.1%
67 | Cn1c(=O)[nH]c(=O)c2c1nc(Br)n2CC(O)COCc1ccccc1 (stereo not given) | -0.1% | 2.1% | -10.1%
68 | COc1ccc(N(C)S(=O)(=O)c2cccc(C(=O)Nc3cccc(C(=O)NC4CC4)c3)c2)cc1 | 16.4µM* | -0.1% | 14.6µM*
69 | COc1ccc(S(=O)(=O)N2CCC(C(=O)NCc3ccccn3)CC2)cc1OC | 2.4% | -2.8% | 3.3%
70 | COc1ccc2nc(SCC(=O)NCC3CCCO3)c(C#N)cc2c1 (stereo not given) | u | 9.7% | -23.4%
71 | COCCCN(C(=O)c1ccc(-c2ccc(C(C)=O)cc2)o1)c1c(N)n(CC(C)C)c(=O)[nH]c1=O | -6.3% | x | -1.7%
72 | CNCc1ccccc1Sc1cc(O)ccc1O | 3.66µM* | 10.8% | 1.84µM*
73 | CCC(=O)Oc1ccc(C2N(C(=O)CC)CCN2S(=O)(=O)c2ccc(C)cc2)cc1OC (stereo not given) | -18.6% | -7.1% | 13.3%
74 | COc1cc(NS(=O)(=O)c2ccc(N/C=C\C(=O)c3ccc(F)cc3)cc2)nc(OC)n1 | -6.6% | 0.0% | 3.0%
75 | CC(C)CC(N)c1csc(Nc2ncccn2)n1 (stereo not given) | 6.51µM* | x | 9.2µM*
76 | CNC(=O)c1ccc(-c2ccc(F)cc2)s1 | -44.2% | 7.0% | -23.5%
77 | O=C(Nc1ccc2c(c1)oc1ccccc12)c1ccc(Br)o1 | -24.2% | 0.0% | 5.2%
78 | Cc1nn(C(C)C(=O)N/N=C/c2ccc(N(C)C)cc2)c(C)c1[N+](=O)[O-] (stereo not given) | -18.3% | 3.6% | -20.6%
79 | CCOc1ccc(NC(=O)CN(C)CC(=O)NC(C)c2ccccc2)cc1OCC (stereo not given) | -27.8% | 1.6% | -9.0%
80 | COc1ccc(Cl)cc1N(CC(=O)NCCSCc1ccccc1)S(C)(=O)=O | -7.7% | x | -3.0%
81 | COc1ccc(Cc2nnc(SC)[nH]c2=O)cc1 | 13.9% | 2.3% | 12.6µM*
82 | Cc1ccc(OCC(=O)Nc2ccc3nc(SCC(=O)N4CCCC4)sc3c2)cc1C | 23.1µM* | 7.8% | -94.8%
83 | CCN(C(=O)CCCCC(=O)N(CC)c1ccccc1)c1ccccc1 | 18.4µM* | x | u
84 | N#Cc1c(NC(=O)CSc2nnc(-c3ccccc3O)n2-c2ccccc2)sc2c1CCCC2 | -26.9% | 9.1% | -20.9%
85 | C/C(=N\NC(=O)CNC(=O)c1cccnc1)c1cccc(O)c1 | -5.7% | x | -7.1%
86 | C[C@H](NC(=O)[C@@H]1CCCN1C(=O)[C@@H]1CCCN1C(=O)c1ccccc1)c1ccccc1 | -23.5% | x | u
87 | O=C(CSc1nc2ccccc2o1)Nc1nc2ccc(Br)cc2s1 | u | 2.3% | -0.8%
88 | COC(=O)c1sccc1NC(=O)COc1ccc(F)cc1Cl | -14.4% | 3.5% | -6.2%
89 | CC(=O)Oc1ccc(-c2nc(-c3cccnc3)no2)cc1 | u | 2.1% | -27.5%

Some of the entries above in a different format:
(79) CCOc1ccc(NC(=O)CN(C)CC(=O)NC(C)c2ccccc2)cc1OCC (stereo not given)
  TDP1 cell noCPT: -27.8%; TDP1 inh: 1.6%; DT40 TDP1 CPT: -9.0%

(53) COC(=O)C1CCN(C(=O)COC(=O)CNC(=O)c2ccc(Cl)cc2Cl)CC1
  TDP1 cell noCPT: u; TDP1 inh: -12.1%; DT40 TDP1 CPT: 19.7%

(50) CN(C)c1cccc(NC(=O)c2ccc(-c3ccc(F)c(F)c3)c3ccoc23)c1
  TDP1 cell noCPT: u; TDP1 inh: x; DT40 TDP1 CPT: u

(5) Cc1[nH]ccc(=O)c1OCC(=O)O
  TDP1 cell noCPT: 1.7%; TDP1 inh: x; DT40 TDP1 CPT: -7.3%
